RECQ1 inh: inhibitors of human RECQ1 DNA helicase | P46063 | RECQ1 DNA unwinding, red fluorescence kinetic read | Potency, µM (doses to about 57.3 µM), for inactives: top-dose activity, negative = inhibition, most hits filed as inhibitors | 240,000 compounds, 0.54% hits | AID 2549;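 further: plate controls were vehicle for no effect and no enzyme for full effect; nearly all actives have a fitted effect of over 30% in size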
Target sequence (P46063 whole entry, looked up): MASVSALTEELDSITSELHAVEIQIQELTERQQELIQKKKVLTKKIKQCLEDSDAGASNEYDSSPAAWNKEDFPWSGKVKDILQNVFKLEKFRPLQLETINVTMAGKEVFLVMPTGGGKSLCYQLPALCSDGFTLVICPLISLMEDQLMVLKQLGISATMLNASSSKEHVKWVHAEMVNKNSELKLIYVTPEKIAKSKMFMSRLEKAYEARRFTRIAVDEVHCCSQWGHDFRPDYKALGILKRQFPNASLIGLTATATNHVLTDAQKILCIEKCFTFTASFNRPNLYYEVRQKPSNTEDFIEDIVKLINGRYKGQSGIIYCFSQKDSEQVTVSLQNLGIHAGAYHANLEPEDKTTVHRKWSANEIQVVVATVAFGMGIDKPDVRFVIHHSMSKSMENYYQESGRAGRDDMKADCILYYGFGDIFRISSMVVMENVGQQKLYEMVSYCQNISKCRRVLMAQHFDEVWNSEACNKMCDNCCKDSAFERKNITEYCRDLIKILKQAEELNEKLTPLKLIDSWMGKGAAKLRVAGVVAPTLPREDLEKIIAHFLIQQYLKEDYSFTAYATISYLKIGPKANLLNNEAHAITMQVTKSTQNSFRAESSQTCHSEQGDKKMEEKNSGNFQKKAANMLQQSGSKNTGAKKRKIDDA
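RECQ1T1 50 nM; forked duplex (20 bp + 30-nt ss tails) 200 nM, ATP 2 mM final; pH 8.0, 2 mM MgCl2, 2.5 ug/ml poly(dI-dC); 15 min compound preincubation; discontinuous kinetic read over 2 h at RT.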
GAA glycogen: inhibitors or activators of human alpha-glucosidase glycogen cleavage | Potency, µM (series often up to 76.4 µM), inactives show at the highest dose activity change, negative = inhibition, most hits filed as inhibitors | recombinant GAA, glycogen substrate, Amplex Red glucose oxidase fluorescence | AID 2100 | 300,000 compounds, 0.38% hits | P10253;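 further: 0% = full enzyme reaction and -100% = no-enzyme basal signal; the screen sought inhibitors and activators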
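Natural-substrate format: glycogen cleavage by 4 nM human enzyme, glucose read by Amplex Red coupling (Ex 573, Em 610 nm). Normalized to enzyme and no-enzyme controls.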
GAA inh: inhibitors of human lysosomal alpha-glucosidase; P10253; purified human GAA, 4-MU-alpha-glucoside fluorescence; Potency, µM (titrated, usually from 76.9 µM), for the others: top-dose activity change, negative = inhibition, most hits filed as inhibitors; 200,000 compounds, 0.005% hits;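 further: plate controls were uninhibited enzyme wells for no effect and no-enzyme background for full effect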
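Endpoint fluorogenic read: 20 min room-temperature reaction of 4 nM human alpha-glucosidase with 400 uM 4-methylumbelliferyl-alpha-D-pyranoside, pH 5.0, quenched with 1M NaOH/1M glycine pH 10. AC50 from Hill modeling.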
GAA spleen mod: inhibitors or activators of human alpha-glucosidase in spleen homogenate. P10253. human spleen homogenate, 4-MU-alpha-glucoside fluorescence. Potency, µM (highest dose often 79.9 µM), for inactives: at the top dose activity change, negative = inhibition, usual class: inhibitors. 240,000 compounds, 0.006% hits. AID 2112;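 further: 0% = enzyme with vehicle and -100% = no enzyme basal signal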
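Human spleen homogenate (1 ug) with 4-methylumbelliferyl-alpha-D-glucopyranoside (1 mM final) in 50 mM citrate/phosphate pH 5.0, 0.01% Tween-20; 40 min at 37 C. Stopped at pH 10; 4-MU fluorescence Ex 365/Em 440 nm; AC50 by Hill fit.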
TR SRC2 fluor cs: alters Texas Red total fluorescence, flagging assay interference; TRb/SRC2 Texas Red total fluorescence interference; Potency, µM (series often up to 106 µM), for the others: at the highest dose fluorescence change, negative = quenching; 280,000 compounds, 0.29% hits; AID 1479; active means well fitted curve in either direction with a large enough effect; inconclusive means small, poorly fitted or top-dose-only effect
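Human TRβ ligand-binding domain (0.6 uM) and Texas Red SRC2 peptide (20 nM) in Tris buffer with 1 uM T3 and 5% DMSO were incubated with pinned compound for 5 hr at ambient temperature. Total fluorescence was computed as S + 2P (555/632 nm).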
RGS12 GoLoco inh: blocks human Gai1 binding to RGS12 GoLoco peptide, red readout; Gai1:RGS12 GoLoco peptide FP, rhodamine, 10 min; 230,000 compounds, 0.44% hits; Potency, µM (highest dose often 61.6 µM), without a hit: top-dose activity, negative = inhibition, usual class: inhibitors; P63096; active means well fitted inhibition curve with a large enough effect, not every such curve was filed as active; inactive means no such curve, though single readings can be large or run the other way; further: nearly all actives have a fitted effect of over 30% in size; many of its hits are not listed in these tables
L3MBTL1 inh: blocks human L3MBTL1; Q9Y468; AlphaScreen L3MBTL1–H3K9me1 peptide binding; Potency, µM (doses to about 57.1 µM), without a hit: top-dose activity, negative = inhibition, usual class: inhibitors; 230,000 compounds, 0.66% hits; AID 485360; further: nearly all actives have a fitted effect of over 60% in size
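L3MBTL1 (50 nM) pre-complexed 30 min with biotinylated H3(1-15)K9me1 peptide (75 nM), then compounds added for 30 min at room temperature; AlphaScreen streptavidin donor/nickel chelate acceptor beads (10 ug/mL final) read after 30 min dark incubation.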
TRb-SRC2 inh: disrupts binding of human TR beta to SRC2. P10828. TRbeta-SRC2 peptide binding, fluorescence polarization; receptor liganded with 1 µM T3. Potency, µM (titrated, usually from 106 µM), for the others: at the top dose activity change, negative = inhibition, most hits filed as inhibitors. 280,000 compounds, 0.065% hits;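 further: plate controls were bound peptide for no effect and peptide without receptor for full effect; nearly all actives have a fitted effect of over 50% in size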
Target sequence (P10828 whole entry, looked up): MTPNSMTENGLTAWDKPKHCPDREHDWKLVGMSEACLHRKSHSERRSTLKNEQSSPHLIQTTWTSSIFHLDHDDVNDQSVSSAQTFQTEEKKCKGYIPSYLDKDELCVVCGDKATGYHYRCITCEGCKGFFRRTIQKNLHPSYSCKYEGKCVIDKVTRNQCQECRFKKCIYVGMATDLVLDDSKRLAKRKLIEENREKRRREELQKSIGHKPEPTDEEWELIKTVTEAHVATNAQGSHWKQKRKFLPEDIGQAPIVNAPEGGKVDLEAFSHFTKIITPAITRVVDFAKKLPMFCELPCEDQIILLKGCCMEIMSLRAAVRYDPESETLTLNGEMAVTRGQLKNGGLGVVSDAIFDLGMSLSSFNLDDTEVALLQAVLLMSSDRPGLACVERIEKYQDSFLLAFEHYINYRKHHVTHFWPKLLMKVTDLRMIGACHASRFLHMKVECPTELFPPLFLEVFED
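Read-out is fluorescence polarization (555 nm excitation, 632 nm emission) of a Texas Red SRC2 coactivator peptide; loss of signal reflects blocked binding to human TRb ligand-binding domain in the presence of 1 uM T3.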
* marks the source's active call; other numbers are inactive results; i = inactive; u = inconclusive; x = no result given; & = joins results of further samples; [ ] = dose if it differs, or a comment. Unless noted, the call rests on the fitted dose curve; in most records, active means well fitted curve in the direction sought with a large enough effect; inconclusive means small, poorly fitted or top-dose-only effect, or another doubt; inactive means no such curve, though single readings can be large; an effect the other way counts as inactive or inconclusive. Unless noted, on the % scale 0 is the no-effect control and ±100 the full control effect; potency means the concentration at half of the fitted maximal effect. Some of the compounds tested; the hit share may differ from the screen's.

#	canonical_smiles	RECQ1 inh	GAA glycogen	GAA inh	GAA spleen mod
1	Cc1cc(C(=O)CSc2nnc(-c3ccco3)o2)c(C)n1CC1COc2ccccc2O1 (stereo unspecified)	31.6µM*	-11.3%	-0.4%	-6.3%
2	O=C(CSc1nc2ncc(Cl)cc2[nH]1)c1c[nH]c2ccccc12	-3.7%	4.8%	-3.0%	2.3%
3	CCCC(C(=O)n1nc(C)cc1C)C(NS(=O)(=O)c1ccc(C)cc1)c1ccccc1 (stereo unspecified)	-19.1%	-9.6%	-14.6%	-16.8%
4	O=C(NCc1ccc2c(c1)OCO2)c1ccc2c(c1)OCCO2	-0.1%	-0.4%	-5.2%[15.4 µM]	4.2%
5	CC[n+]1c(C)cc(C)n1-c1ccccc1	-4.9%	3.6%	1.0%	3.4%
6	COC(=O)c1ccccc1NC(=O)c1cnc2sccn2c1=O	-4.2%	-0.3%	-0.8%	-0.4%
7	Cc1ccc(C)c(OCc2n[nH]c(=S)o2)c1	i	0.7%	x	-5.1%
8	O=S(=O)(c1ccc2ccccc2c1)N1CCN(S(=O)(=O)N2CCOCC2)CC1	-2.5%	2.2%	-0.2%	-5.3%
9	CN(Cc1ccccc1)C(=C(Cl)Cl)C(=C1NCCN1)[N+](=O)[O-]	i	-2.0%	-0.3%	-11.4%
10	O=c1cc(CN2CCN(c3cccc(Cl)c3)CC2)c2cc(O)c(-c3ccccc3)cc2o1	-14.4%	2.6%	4.2%	2.4%
11	CCOC(=O)C1CCN(C(=O)c2ccccc2NC(=O)c2ccc(Br)cc2)CC1	0.7%	13.4%	0.8%	6.5%
12	O=C(NC(O)C(=O)c1ccccc1)c1cccs1 (stereo unspecified)	-0.4%	7.5%	-4.8%	2.0%
13	Cc1ccc(NC2c3ncccc3C(=O)N2Cc2ccco2)c(C)c1 (stereo unspecified)	9.7%	9.0%	-3.1%	1.9%
14	CCOC(=O)c1cc2c(=O)n3ccccc3nc2n(C(C)C)c1=NC(=O)c1c(-c2ccccc2Cl)noc1C	-6.8%	5.6%	-2.7%	2.1%
15	CCCCCCN(C(=O)CCCCCN1C(=O)NC(c2ccc(-c3ccccc3)cc2)C(C(=O)OCc2ccccc2)=C1C)C(C(=O)NCCCC)c1ccc(O)cc1 (stereo unspecified)	-10.9%&-8.4%	-2.3%	0.1%	2.0%&1.8%

#	TR SRC2 fluor cs	RGS12 GoLoco inh	L3MBTL1 inh	TRb-SRC2 inh
1	u	35.1%[activator]	-13.5%	8.0%
2	0.3%	58.2%[activator]	-16.4%	-2.6%
3	-0.5%	2.3%	x	-7.8%
4	-2.0%	8.8%	x	3.0%
5	-1.0%	-36.8%	x	3.3%
6	-8.2%	1.9%	-4.8%	2.1%
7	0.7%	-1.5%	x	-0.5%
8	-0.3%	6.1%	x	1.3%
9	-2.7%	-19.5%	x	0.0%
10	2.0%	5.3%	-3.4%	3.8%
11	-1.5%	5.3%	1.7%	0.7%
12	-2.7%	9.5%	x	0.1%
13	1.1%	7.6%	-7.3%	6.6%
14	-0.1%	8.4%	x	-13.6%
15	-2.5%&-7.3%	-9.2%&-1.8%	-6.9%	2.6%&2.5%

Entries of single compounds from above. Values in the order: RECQ1 inh	GAA glycogen	GAA inh	GAA spleen mod	TR SRC2 fluor cs	RGS12 GoLoco inh	L3MBTL1 inh	TRb-SRC2 inh
Entry for Cc1cc(C(=O)CSc2nnc(-c3ccco3)o2)c(C)n1CC1COc2ccccc2O1 (stereo unspecified) = 31.6µM*	-11.3%	-0.4%	-6.3%	u	35.1%[activator]	-13.5%	8.0%
Entry for O=c1cc(CN2CCN(c3cccc(Cl)c3)CC2)c2cc(O)c(-c3ccccc3)cc2o1 = -14.4%	2.6%	4.2%	2.4%	2.0%	5.3%	-3.4%	3.8%
Entry for Cc1ccc(C)c(OCc2n[nH]c(=S)o2)c1 = i	0.7%	x	-5.1%	0.7%	-1.5%	x	-0.5%

Other compounds follow.
#	canonical_smiles	RECQ1 inh	GAA glycogen	GAA inh	GAA spleen mod
16	O=C(c1cc2nc(-c3ccc(Cl)cc3)cc(C(F)(F)F)n2n1)N1CCOCC1	9.7%	-7.4%	-3.3%	-10.4%
17	Cc1ccc2c(=O)oc(N(C)C)nc2c1	i	-1.1%	6.1%	-1.2%
18	O=C(Nc1ccc(-c2nc3ccccc3[nH]2)cc1)c1c(F)c(F)c(F)c(F)c1F	-3.1%	-9.6%	-8.6%	4.9%
19	CCCNC(=O)Cc1c(OC)ccc2cc(Br)ccc12	6.5%	-8.6%	1.9%	-4.0%
20	CC(=O)C1=C(C)NC(SCC(=O)c2ccc(F)cc2)=C(C#N)C1CC(C)C (stereo unspecified)	5.5%	u	0.7%	-2.5%
21	CC(C)=C1SC(N2CCN(c3ccc(C)c(Cl)c3)CC2)=NC1=O	-5.7%	-1.1%	x	-9.2%
22	COC(=O)c1cc2n(n1)CCN(Cc1ccccc1F)C2=O	-10.5%	7.7%	-3.1%	-0.1%
23	COc1cccc(NC(=O)CCN2CCN(C)CC2)c1	-10.5%	2.5%	-14.9%	-2.1%
24	CCNc1sc(C(=O)c2cccs2)c(N)c1-c1nc2ccccc2s1	-4.9%	u	-6.5%	-3.4%
25	COc1cccc(C(=O)N2CCN(C3CCN(Cc4ccccc4)CC3)CC2)c1	-0.5%	2.6%	0.1%	-10.8%
26	O=C(COC(=O)CCSc1ccccc1)NCc1ccccc1	-5.0%	0.8%	-3.3%	-9.3%
27	COc1ccc(Br)cc1/C=N/NC(=O)c1ccc(OC)c(OC)c1	10.4%	1.7%	-3.1%	0.4%
28	O=c1c2ccccc2[nH]c(=S)n1Cc1cccnc1	i	6.7%	-4.5%	-2.9%
29	Cn1cc2ccc(N)cc2n1	-6.1%	3.2%	-0.8%	3.8%
30	CN(c1ccccc1C(=O)NCc1ccco1)S(C)(=O)=O	-9.1%	-5.4%	-1.2%	-8.9%

#	TR SRC2 fluor cs	RGS12 GoLoco inh	L3MBTL1 inh	TRb-SRC2 inh
16	-4.1%	5.4%	1.6%	-0.3%
17	-3.5%	-8.3%	8.2%	-5.9%
18	-2.9%	8.6%	-7.6%[11.4 µM]	6.4%
19	-2.9%	10.4%	2.6%	-0.7%
20	-3.6%	10.7%	-13.3%	-8.4%
21	-5.1%	-1.7%	-1.6%	-3.3%
22	0.9%	-8.9%	-4.9%	6.7%
23	-0.1%	5.8%	x	-0.9%
24	-1.9%	5.0%	u	-1.6%
25	-4.4%	-15.4%	x	-2.2%
26	-6.1%	4.8%	x	1.4%
27	-1.3%	-1.6%	x	0.4%
28	-0.5%	5.7%	4.6%	-12.8%
29	-0.9%	16.6%	8.6%	1.7%
30	-1.6%	7.9%	-8.9%[11.4 µM]	-1.5%

Other records.
#	canonical_smiles	RECQ1 inh	GAA glycogen	GAA inh	GAA spleen mod
31	CCCCNC(=O)CSc1nnc(-c2ccc(S(=O)(=O)N3CCCC3)cc2)n1C	-4.9%	-2.5%	-5.0%	-6.9%
32	CCN1CCn2c3c(c4cc(C)ccc42)CCCC31 (stereo unspecified)	-6.4%	-5.4%	u	0.9%
33	O=c1c(=Nc2ccccc2O)c(=O)c2ccccc12	2.1%	8.91µM*	3.6%	3.9%
34	c1csc(-c2nn3c(Cn4nnc5ccccc54)nnc3s2)c1	-4.9%	-5.9%	3.6%	2.0%
35	COc1ccc(-c2nnc(SCC(=O)c3cc(C)n(Cc4cccs4)c3C)o2)cc1	-16.4%	-22.9%	2.5%	6.7%
36	CC1CN(Cc2ccccc2)c2ccccc2NC1=S (stereo unspecified)	6.7%	-23.5%	-1.9%	8.9%
37	CCN(/C=N/S(=O)(=O)c1ccc(Cl)cc1)CC	-14.3%	-11.2%	x	-2.6%
38	Cc1ccc(S(=O)(=O)N2C(=O)C(c3ccccc3)SC2=Nc2ccccc2)cc1 (stereo unspecified)	-2.5%	0.0%	-7.3%	-4.5%
39	CCCCCC(=O)Nc1ccc(S(=O)(=O)Nc2nccnc2OC)cc1	5.9%	2.2%	-4.7%	6.8%
40	CCOc1ccc2c(c1)[N+](C)(C)C(C)(C)C=C2C	-5.2%	1.4%	2.9%	x
41	CN1CCC(=NNC(=O)C(=O)Nc2cccc(Br)c2)CC1	-7.5%	u	5.8%	-4.8%
42	Cc1cc(Nc2ccc(F)cc2C)n2ncnc2n1	-9.7%	3.3%	-8.8%	-5.2%
43	O=c1cc(CO)oc(CN2CCCC2)c1O	-11.8%	-16.6%	0.1%	4.3%
44	O=C(CSc1nc(-c2ccc(F)cc2)cs1)N1CCN(C(=O)c2ccco2)CC1	13.4%	0.2%	5.1%	6.0%
45	CN1C/C(=C/c2ccsc2)C(=O)/C(=C/c2ccsc2)C1	-4.7%	9.0%	-4.5%	-1.2%
46	COc1cc(CNc2ccc3[nH]c(=O)[nH]c3c2)cc(Cl)c1OCC(=O)NC(C)(C)C	-20.5%	-18.5%	0.3%	-2.8%
47	Cc1ccc(C)c(C(C)NC(=O)c2ccccc2Br)c1 (stereo unspecified)	-2.4%	-2.7%	3.0%	7.6%

#	TR SRC2 fluor cs	RGS12 GoLoco inh	L3MBTL1 inh	TRb-SRC2 inh
31	-5.0%	-0.1%	-9.3%	-6.9%
32	5.5%	-10.6%	-19.6%	0.9%
33	3.4%	4.1%	5.6%	-13.7%
34	-1.9%	18.0%	8.1%	-2.8%
35	-1.3%	11.4%	-5.4%[11.4 µM]	1.8%
36	-4.9%	-1.6%	-31.2%	-10.9%
37	-1.7%	-11.0%	5.0%	2.9%
38	-0.1%	-2.1%	x	-5.1%
39	-3.2%	5.8%	7.2%	-0.7%
40	-2.8%	-3.9%	27.8%	-10.9%
41	-2.4%	-5.8%	x	-7.9%
42	1.5%	0.5%	-4.6%	-13.2%
43	3.0%	0.7%	-15.3%	4.4%
44	-3.9%	40.3%[activator]	-9.5%	-2.3%
45	-22.5%	-1.7%	2.3%	6.2%
46	-2.0%	10.3%	-1.7%	-0.2%
47	-5.0%	-7.4%	3.5%	-3.0%

Bioassay records deposited in PubChem by National Center for Advancing Translational Sciences (NCATS).
